mec2-1 = NCI yeast anticancer drug screen, S. cerevisiae mec2-1 strain | % growth inhibition at 50 µM | 79,000 compounds, 9% hits | AID 157;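 note: 0% = growth of vehicle-only cultures of the same strain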
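Test agents were screened against the mec2-1 yeast strain, with defined DNA repair or cell cycle alteration. Growth was scored as inhibition against vehicle-only controls.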
yeast cln2 rad14 = NCI yeast anticancer drug screen, S. cerevisiae cln2 rad14 strain | growth inhibition, % at 50 µM | 78,000 compounds, 8.3% hits;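 note: 0% = growth of vehicle-only cultures of the same strain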
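The screen exposed genetically defined yeast (cln2 rad14) to test compounds and scored growth inhibition relative to vehicle-treated controls.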
sgs1 mgt1 = NCI yeast anticancer drug screen, S. cerevisiae sgs1 mgt1 strain; % growth inhibition at 50 µM; AID 161; 78,000 compounds, 10% hits;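 note: 0% = growth of vehicle-only cultures of the same strain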
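Mutant yeast exposed to compound; growth scored against vehicle-only wells.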
bub3 = NCI yeast anticancer drug screen, S. cerevisiae bub3 mutant strain; 78,000 compounds, 9.9% hits; AID 167; growth inhibition, % at 50 µM;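 note: 0% = growth of vehicle-only cultures of the same strain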
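Inhibition values come from growth of compound-treated mutant yeast normalised to vehicle-treated controls.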
yeast rad50 = NCI yeast anticancer drug screen, S. cerevisiae rad50 strain. growth inhibition, % at 50 µM. 79,000 compounds, 10% hits;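 note: 0% = growth of vehicle-only cultures of the same strain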
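Compounds were tested on a yeast strain with an engineered DNA damage repair alteration; the reported value is growth inhibition normalised to vehicle treatment.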
yeast mlh1 rad18 = NCI yeast anticancer drug screen, S. cerevisiae mlh1 rad18 strain | growth inhibition, % at 50 µM | 79,000 compounds, 11% hits;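 note: 0% = growth of vehicle-only cultures of the same strain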
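Growth inhibition of the yeast strain was measured after compound exposure and expressed relative to vehicle-treated controls. The strain carries defined defects in DNA damage repair.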
The depositor's hits bear a star; & = joins results of further samples. Cut-off read from the data, not from the text of the source: active = growth inhibition above about 70%; inactive = the rest. Random draw from the library. Share with any hit: about 15%.

SMILES | mec2-1 | yeast cln2 rad14 | sgs1 mgt1 | bub3 | yeast rad50 | yeast mlh1 rad18
CCCCCCOC(=O)CCCCCCCCCCC(=O)CCCCCC | 16.4 | 30.3 | 8.5 | 4.2 | 16.1 | 4.8
Nc1ncnc2c1ncn2C1OC(COP(=O)(O)O)C(O)C1O (stereo not given) | -12.6&1.6 | 9.2&3.0 | -9.1&15.6 | -17.9&0.8 | -9.3&-9.7 | -13.2&-9.0
O=C(CC(=O)n1nc(-c2ccccc2)c(N=Nc2ccc([N+](=O)[O-])cc2)c1-c1ccccc1)Nc1ccc(Cl)cc1 | 3.1 | 17.4 | 52.0 | 53.0 | 35.6 | 23.9
CCCC/C=C(\CCCNCCCC)[Si](C)(C)C | 92.8* | 90.8* | 93.3* | 91.0* | 89.9* | 90.7*
OCC(O)C(OC1OC(CO)C(O)C(O)C1O)c1nn(-c2ccccc2)c2nc3cc(Cl)c(Cl)cc3cc12 (stereo not given) | -2.9 | 20.1 | -41.6 | 5.9 | -11.8 | -28.4
O=C(Nc1ncnc2nc(-c3ccccc3)[nH]c12)c1ccccc1 | -16.9 | -56.3 | -5.0 | -6.7 | -30.1 | 6.0
CCCCN(C)N=Nc1c(C(N)=O)n[nH]c1C(C)C | 24.4 | 1.1 | 29.4 | -24.2 | 79.7* | 57.6
COC(=O)c1ccc(Cl)cc1C(=O)c1ccccc1 | -6.8 | -42.3 | -5.3 | 11.8 | 37.1 | 5.3
O=C(/C=C(/C=C(c1ccccc1)c1ccccc1)Nc1ccccc1)c1ccccc1 | 3.8 | 5.6 | 6.4 | -3.5 | 24.9 | 14.6
Nc1ccc(CCCCc2ccc(Cl)cc2Cl)cc1 | 98.2* | 98.1* | 98.5* | 98.0* | 98.2* | 98.0*
OCCN1c2ccccc2Sc2ccc(Cl)cc21 | 92.0* | 86.8* | 90.8* | 91.3* | 89.3* | 88.5*
CCCCNc1ccc(C(=O)OC2CCN(C)CC2)c(Cl)c1 | 94.5* | 84.0* | 95.9* | 96.3* | 97.0* | 92.8*
O=C1OC(=O)C2C1C1(c3ccccc3)OC2(c2ccccc2)c2c(Br)c(Br)c(Br)c(Br)c21 (stereo not given) | 99.4* | 98.6* | 99.2* | 98.7* | 98.8* | 98.2*
Nc1cc2cc([N+](=O)[O-])ccc2oc1=O | 20.4 | 24.1 | 36.3 | 30.3 | 31.9 | 33.9
O=c1oc2ccccc2cc1-c1ccccc1 | -4.8 | 17.4 | 4.5 | -0.2 | 37.0 | 14.4
C=CCC1(C)C=C(C)C(=O)C(C)=C1 | -7.0 | 2.5 | 18.6 | 16.2 | -6.0 | 15.1
CC(C)C(O)C1(C)CC1 (stereo not given) | -9.0 | 9.2 | -18.2 | 0.5 | -20.6 | 7.5
CCC(C)(O)C#Cc1ccc(C)nc1 (stereo not given) | 9.4 | 14.5 | 7.7 | 13.8 | 16.1 | 0.4
Fc1ccc2c(c1)-c1ccccc1C2 | -14.6 | 5.0 | -2.6 | -0.9 | -0.1 | -19.6
NC(=O)c1csc(N)n1 | 4.0 | 3.5 | 0.0 | 9.3 | 4.4 | -7.7
CC(C)N(C(=O)c1ncccc1C(=O)c1ccccn1)C(C)C | -5.7 | -5.2 | -4.8 | -5.8 | -11.4 | -5.0
O=C(CC(C[N+](=O)[O-])c1ccc2c(c1)OCO2)c1ccccc1 (stereo not given) | 17.1 | 4.7 | 33.9 | 88.2* | -12.5 | 45.1
COc1ccc(C2C(=O)C(Cl)N2Nc2nc(C)cc(=O)[nH]2)cc1OC (stereo not given) | -18.9 | -2.3 | 4.2 | -27.9 | 1.4 | -15.8
CC(C)(C)OC(=O)C1CCC/C1=N/Nc1ccc([N+](=O)[O-])cc1[N+](=O)[O-] (stereo not given) | -46.0 | 24.2 | 10.3 | 20.7 | -38.3 | -11.6
CCCCCCCCCCCCCCCCOc1ccc(N)cc1 | 6.0 | -41.2 | -16.3 | 19.0 | 11.7 | 1.1
CC(C)n1cnc2c(=O)[nH]c(=O)[nH]c21 | -4.5 | -39.8 | 9.2 | -5.2 | -9.6 | 2.9
CCN(CC)c1ccc2c(C)cc(=O)oc2c1 | -10.6 | 3.8 | 6.3 | 12.9 | 6.3 | 0.9
CCN(CC)c1ccc(N=Nc2cc(S(=O)(=O)O)ccc2O)c(O)c1 | -14.1 | 21.5 | 66.1 | 50.9 | 29.2 | 19.9
COc1cccc(C2CC(c3cc(OC)c(OC)c(OC)c3)CC(c3cccc(OC)c3)N2)c1 (stereo not given) | 1.4 | 16.4 | 15.2 | 19.6 | -5.4 | 5.7
C[N+]1(C)N=C(c2ccccc2)C=C1[O-] | -9.8 | -53.9 | -6.7 | -2.5 | 13.4 | -3.9
CC(c1ccccc1)/[N+]([O-])=C/c1ccccc1 (stereo not given) | -33.4 | -6.7 | -46.0 | -57.2 | -31.7 | -21.6
CCCCCNC(=O)CCC | 1.2 | 5.6 | 25.6 | 7.0 | 22.6 | 40.9
CC(=O)Oc1ccccc1N(C(C)=O)S(=O)(=O)c1ccc(C)cc1 | 97.5* | 98.5* | 96.2* | 99.2* | 95.7* | 98.8*
CCOC(OCC)c1cc([N+](=O)[O-])cc(OC)c1OC | 12.2 | -24.9 | 11.2 | 5.3 | -9.4 | 12.2
CCOC(=O)C(C)(NC(=O)c1ccccc1)C(=O)OCC | -26.9 | 1.6 | -38.6 | -19.6 | -18.1 | -18.4
CC1C(=O)OC2C1CCC1(C)C=CC(=O)C(C)C21 (stereo not given) | 5.0 | -23.2 | 1.1 | 1.9 | 10.7 | 14.8

Nothing new here: an excerpt of the list.
SMILES | mec2-1 | yeast cln2 rad14 | sgs1 mgt1 | bub3 | yeast rad50 | yeast mlh1 rad18
C[N+]1(C)N=C(c2ccccc2)C=C1[O-] | -9.8 | -53.9 | -6.7 | -2.5 | 13.4 | -3.9
CC(c1ccccc1)/[N+]([O-])=C/c1ccccc1 (stereo not given) | -33.4 | -6.7 | -46.0 | -57.2 | -31.7 | -21.6
CCCCCNC(=O)CCC | 1.2 | 5.6 | 25.6 | 7.0 | 22.6 | 40.9
CC(=O)Oc1ccccc1N(C(C)=O)S(=O)(=O)c1ccc(C)cc1 | 97.5* | 98.5* | 96.2* | 99.2* | 95.7* | 98.8*
CCOC(OCC)c1cc([N+](=O)[O-])cc(OC)c1OC | 12.2 | -24.9 | 11.2 | 5.3 | -9.4 | 12.2
CCOC(=O)C(C)(NC(=O)c1ccccc1)C(=O)OCC | -26.9 | 1.6 | -38.6 | -19.6 | -18.1 | -18.4
CC1C(=O)OC2C1CCC1(C)C=CC(=O)C(C)C21 (stereo not given) | 5.0 | -23.2 | 1.1 | 1.9 | 10.7 | 14.8

The results go on:
SMILES | mec2-1 | yeast cln2 rad14 | sgs1 mgt1 | bub3 | yeast rad50 | yeast mlh1 rad18
COC(=O)C(C)c1cccc2ccc3ccccc3c12 (stereo not given) | -11.7 | 9.6 | 16.2 | 15.2 | 16.3 | 23.4
Cc1c(Cl)ccc2nc3ccccc3nc12 | 18.8 | -4.8 | 12.7 | 61.6 | 32.4 | 34.5
CSc1ccc(NC(=O)Nc2cc(C)ccn2)cc1 | -11.1 | -37.8 | -45.7 | -61.0 | 5.8 | 10.6
CCN(CC)CN1C(=O)C(=O)c2ccccc21 | -25.4 | 24.4 | 2.6 | 12.8 | 6.8 | 10.3
COc1ccccc1C1OC2=Nc3cc(C)c(C)cc3NC2C1=O (stereo not given) | -9.9 | -9.2 | -1.9 | -21.1 | 11.1 | 6.0
CC(=O)CC(=O)OCc1ccccc1 | 97.2* | 87.2* | 98.0* | 96.0* | 94.5* | 97.7*
CSc1nsc(N)n1 | 2.5 | -26.9 | -4.2 | 16.8 | -13.3 | 20.7
CCCCOc1ccc(Nc2c3ccccc3nc3ccccc23)cc1 | 88.0* | 88.8* | 91.3* | 86.8* | 90.7* | 87.0*
O=C(CN1CCN(Cc2ccccc2)CC1)N1CCCn2c1nc1ccccc1c2=O | -16.6 | 7.6 | -7.9 | 11.9 | -18.1 | -3.9
FC(F)(F)c1cc(NC(=S)SCc2ccc3c(c2)OCO3)ccc1Cl | 63.9 | 38.5 | 73.3* | 59.2 | 73.5* | 84.0*
CN(C)c1ccc(Br)cc1 | 6.8 | -36.0 | -7.8 | -10.5 | -3.8 | -12.7
O=C(Nc1ccccc1)OCCOc1ccccc1 | -11.6 | -7.7 | -0.8 | -1.6 | -11.3 | 1.1
CC1(C)CCCCC1/C=C/C(CC(O)(C(F)(F)F)C(F)(F)F)=N\Nc1ccc([N+](=O)[O-])cc1[N+](=O)[O-] (stereo not given) | 9.1 | 18.1 | 4.7 | 16.1 | 15.1 | 26.6
O=[N+]([O-])c1c(I)ccc2ccccc12 | -0.9 | 11.5 | 17.6 | 5.2 | 41.9 | 36.5
CC(O)CCCCC(O)CCC[C@H](O)[C@H]1CCC([C@H]2CCC([C@@H](O)CCCCCCCCCCCCC3=C[C@H](C)OC3=O)O2)O1 (stereo not given in full) | 29.1 | 85.5* | 71.2* | -16.7 | 40.9 | 81.7*
Brc1nccs1 | -21.4 | -11.1 | -13.2 | -9.1 | -21.9 | -27.1
CCN(CC)C(=S)N/N=C(\C)c1cccc(C)n1 | 91.7* | 89.4* | 85.3* | 88.9* | 88.7* | 85.8*
COc1cc(OC)c2nc3ccccc3c(NCCC[N+](C)(C)[O-])c2c1[N+](=O)[O-] | -33.6 | -22.2 | -12.9 | -14.2 | 7.7 | -17.8
O=S1CCS(=O)C1c1ccccc1 (stereo not given) | 61.0 | -11.1 | 54.0 | 67.8 | 85.3* | 37.7
COc1ccc2c(c1)nc1n2C(N)=Nc2ccccc2S1 | 23.8 | 19.9 | 36.2 | 58.0 | 44.5 | 36.5
C[N+](C)(C)C12CCCCCC1SC2 (stereo not given) | 6.7 | -26.6 | 9.6 | -16.1 | 15.6 | 5.1
COC1=CC2=CCC3C(CCC4(C)C(C(C)=O)CCC34)C2(C)CC1 (stereo not given) | 13.0 | 0.8 | 49.0 | 47.6 | 42.5 | 51.1
COc1nn(C)c(=O)c2cccnc12 | 7.6 | -6.2 | -3.1 | 12.6 | -2.0 | 1.2
COC(=O)C(Cc1nc2ccc(Cl)cc2[nH]c1=O)/C(=N/O)C(=O)Nc1cccc(Cl)c1C (stereo not given) | 0.9 | -40.9 | 0.8 | 0.3 | 22.6 | -4.5
CCCCCCCCCSCCS | 7.4 | -16.2 | 2.0 | -19.4 | -14.1 | -22.2
C/C(CCO)=N\NC(N)=S | -24.0 | -12.4 | -5.9 | 6.4 | 5.3 | -26.2
CC1=C(CCC(C)CO)O[C@H]2C[C@H]3[C@@H]4CC[C@H]5C[C@@H](O)CC[C@]5(C)[C@H]4CC(=O)[C@]3(C)[C@@H]12 (stereo not given in full) | 28.6 | 38.4 | 84.0* | 67.3 | 64.3 | 70.8*
CCCCCCCCC1C(CCCCCCCC(=O)N2CC3CCC(CC3)C2)C2(Cl)C(Cl)=C(Cl)C1(Cl)C2(Cl)Cl (stereo not given) | 0.3 | -10.9 | 6.2 | -4.8 | -0.7 | 13.2
COC(=O)[C@H]1[C@H]2C[C@@H]3c4[nH]c5ccccc5c4CCN3C[C@H]2C[C@@H](O)[C@@H]1OC(=O)c1cc(OC)c(OC)c(OC)c1 | -1.4 | 8.8 | 19.4 | 21.0 | 23.1 | 20.9
CCOC(=O)CCC1(C(=O)OCC)CCCCC1=O (stereo not given) | -20.4 | -16.9 | -48.5 | -25.4 | -16.9 | -23.1
O=C(O)CCC(NC(=O)c1ccc(Nc2nc3ccccc3nc2-c2cccs2)cc1)C(=O)O (stereo not given) | -2.5 | -36.0 | -28.1 | -19.9 | -40.6 | -0.4
C=CCOC(=O)C(C)OC(=O)CCCCC(=O)OC(C)C(=O)OCC=C (stereo not given) | -16.8 | 0.2 | 4.2 | 18.3 | 4.6 | 12.1
Cc1ncc2c(n1)NC(=O)NC2 | 13.5 | 0.9 | -16.6 | -23.1 | 17.1 | -13.9
CCOC(=O)c1c(O)c(C)c(=O)n2c1[nH]c1cc(C)c(C)cc12 | -6.8 | -21.3 | -6.5 | -43.9 | -6.8 | -10.6
CCCCCCCOC(=O)CSC#N | 99.3* | 98.5* | 99.0* | 99.3* | 99.2* | 99.3*
COC(=O)C1(c2ccccc2)N=C(c2ccc(C)cc2)ON1c1ccccc1 (stereo not given) | 7.0 | 12.7 | -7.8 | -1.0 | -6.0 | 10.1
O=C(Nc1ccc(Cl)cc1)Nc1nnc(-c2cc([N+](=O)[O-])cc([N+](=O)[O-])c2)o1 | 20.8 | -13.3 | 28.8 | -32.6 | -2.1 | -2.2

Single values from the list.
Value for COC(=O)c1ccc(Cl)cc1C(=O)c1ccccc1 under mec2-1: -6.8
Value for O=C(CC(=O)n1nc(-c2ccccc2)c(N=Nc2ccc([N+](=O)[O-])cc2)c1-c1ccccc1)Nc1ccc(Cl)cc1 under sgs1 mgt1: 52.0
Value for CC1C(=O)OC2C1CCC1(C)C=CC(=O)C(C)C21 (stereo not given) under sgs1 mgt1: 1.1

Source: PubChem BioAssay (NCI)
